Source: PubChem
AmpC inh detg = qHTS Inhibitors of AmpC Beta-Lactamase (assay with detergent). P00811. AmpC hydrolysis of nitrocefin, absorbance 480 nm, 0.01% Triton. Potency, µM (top dose mostly 114 µM), inactives show at the top dose activity change, negative = inhibition, hits mostly inhibitors. hit rate 0.041% among 370,000. AID 485294, 2010;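 further: potency means the concentration at half of the fitted maximal effect; 0% = no-compound wells and -100% = no-enzyme wells; nearly all actives have a fitted effect of over 25% in size; some results filed as inactive show a strong effect at the top dose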
Target sequence (P00811 whole entry, looked up): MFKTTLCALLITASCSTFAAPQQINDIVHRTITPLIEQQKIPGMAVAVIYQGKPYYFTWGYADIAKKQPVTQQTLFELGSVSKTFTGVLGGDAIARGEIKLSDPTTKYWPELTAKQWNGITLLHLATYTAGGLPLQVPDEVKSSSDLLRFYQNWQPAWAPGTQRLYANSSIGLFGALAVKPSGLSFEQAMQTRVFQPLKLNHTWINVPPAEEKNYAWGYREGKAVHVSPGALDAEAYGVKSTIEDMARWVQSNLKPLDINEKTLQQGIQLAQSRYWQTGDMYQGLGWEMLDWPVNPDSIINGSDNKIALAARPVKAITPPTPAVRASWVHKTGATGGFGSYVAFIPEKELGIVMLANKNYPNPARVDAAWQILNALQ
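20 mM phosphate pH 7.0 + 0.01% (detergent screen) or 0.0001% Triton X-100; 5.3 nM AmpC reagent; cpd preinc 15 min RT; nitrocefin (800 uM stock) to start; A480 q20 s × 4 min; Activity was normalised to no-enzyme and no-compound control wells.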
LmPK inh = qHTS Assay for Inhibitors of Leishmania Mexicana Pyruvate Kinase (LmPK). Q27686. purified LmPK, Kinase-Glo ATP luminescence, 1 h. Potency, µM (top dose mostly 57.5 µM), for the others: at the highest dose activity change, negative = inhibition, hits mostly inhibitors. hit rate 0.37% among 290,000; further: potency means the concentration at half of the fitted maximal effect
Target sequence (Q27686 whole entry, looked up): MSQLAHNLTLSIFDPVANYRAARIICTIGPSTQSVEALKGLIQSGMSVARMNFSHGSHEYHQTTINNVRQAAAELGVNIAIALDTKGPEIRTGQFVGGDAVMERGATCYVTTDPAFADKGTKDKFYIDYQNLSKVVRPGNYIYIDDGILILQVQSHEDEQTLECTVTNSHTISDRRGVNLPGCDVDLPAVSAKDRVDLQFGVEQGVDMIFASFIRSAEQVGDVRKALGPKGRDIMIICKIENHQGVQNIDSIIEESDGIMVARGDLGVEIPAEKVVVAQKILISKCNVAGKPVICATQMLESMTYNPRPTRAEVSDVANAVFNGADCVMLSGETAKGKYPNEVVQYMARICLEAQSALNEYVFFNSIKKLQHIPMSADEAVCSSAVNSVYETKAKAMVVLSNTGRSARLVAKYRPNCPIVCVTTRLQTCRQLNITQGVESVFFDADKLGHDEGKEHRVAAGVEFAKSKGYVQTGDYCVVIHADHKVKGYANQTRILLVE
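In 50 mM imidazole pH 7.2 with 7 mM MgCl2, LmPK (0.1 nM) turned over PEP (0.5 mM) and ADP (0.1 mM) for 1 h at room temperature. Luciferase read-out of ATP.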
HCMV inh = qHTS Assay for inhibitors of the human cytomegalovirus (HCMV); HFF cells, HCMV-luciferase reporter, 72 h; stronger effect = lower value; activity change, negative = inhibition, % at 57.5 µM; hit rate 4.5% among 410,000; in the data active means activity change below about -60%; inconclusive means no clear call, values can overlap the other calls; inactive means above about -39%
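Screen run at 2 compound doses on HFFs infected with reporter HCMV, MOI 1 PFU/cell. Luciferase activity from cell lysates at 72 h post infection gave inhibition relative to buffer-only and Salinomycin wells.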
HCV inhibitor = qHTS Assay for Inhibitors of Hepatitis C Virus (HCV) | Huh7.5.1 HCVcc-Cre infection, luciferase reporter, 44 h | Potency, µM (doses to about 41.8 µM), inactives show top-dose activity change, negative = inhibition, most hits filed as inhibitors | hit rate 3.4% among 340,000 | AID 651820, 2012; further: potency means the concentration at half of the fitted maximal effect
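Luciferase read-out (15 sec integration) after a 15 min room-temperature substrate step quantifies HCVcc-Cre infection. Cells, 1,000 per well, had compound added 4 h post-plating, then virus at ~0.5 moi, and were cultured 44 h.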
AMA1 RON2 block = qHTS for Inhibitors of AMA1-RON; Towards Development of Antimalarial Drug Lead: Primary Screen; AlphaScreen AMA1-biotinylated RON2 peptide binding; AID 720542, 2013; hit rate 0.2% among 360,000; Potency, µM (series often up to 58.2 µM), for the others: top-dose activity change, negative = inhibition, usual class: inhibitors;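 further: potency means the concentration at half of the fitted maximal effect; 0% = vehicle wells and -100% = peptide control; nearly all actives have a fitted effect of over 45% in size; some results filed as inactive show a strong effect at the top dose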
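AMA1 (3D7) with his tag at 25 nM final met compounds first, then biotinylated RON2 peptide at 25 nM; detection used donor plus acceptor beads, 10 µg/mL apiece, read by AlphaScreen after 30 min at room temperature.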
AmpC inh no detg = qHTS Inhibitors of AmpC Beta-Lactamase (assay without detergent); AmpC nitrocefin hydrolysis, absorbance 480 nm, 0.0001% Triton; hit rate 0.52% among 330,000; Potency, µM (highest dose often 57.1 µM), inactives show at the highest dose activity change, negative = inhibition, usual class: inhibitors; P00811;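 further: potency means the concentration at half of the fitted maximal effect; plate controls were no compound for no effect and no enzyme for full effect; nearly all actives have a fitted effect of over 20% in size; some results filed as inactive show a strong effect at the top dose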
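AmpC (5.3 nM in the dispensed reagent) in 20 mM phosphate pH 7.0 with 0.01% (detergent screen) or 0.0001% Triton X-100 was preincubated with compounds for 15 min at room temperature. Nitrocefin was then added from an 800 uM solution, and hydrolysis was followed at 480 nm.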
Tb PYK inh = qHTS of Trypanosoma Brucei Inhibitors; pyruvate kinase (Trypanosoma brucei), Q57TT1; TbPYK enzyme, Kinase-Glo Plus ATP luminescence, 45 min; Potency, µM (top dose mostly 76.8 µM), without a hit: at the top dose activity, negative = inhibition, usual class: inhibitors; hit rate 0.12% among 410,000; AID 624173, 2012; further: potency means the concentration at half of the fitted maximal effect; nearly all actives have a fitted effect of over 50% in size
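Activity of T. brucei pyruvate kinase was followed by Kinase-Glo Plus luminescence after the enzyme reacted 45 min at room temperature with 130 uM ADP (final) and substrate. Test compounds were added before ADP at multiple concentrations.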
The depositor's hits bear a star; ? = inconclusive; . = no result given; & = joins results of further samples; [ ] = remark or other dose. Unless noted, the call rests on the fitted dose curve; in most records, active means well fitted curve in the direction sought with a large enough effect; inconclusive means small, poorly fitted or top-dose-only effect, or another doubt; inactive means no such curve, though single readings can be large; an effect the other way counts as inactive or inconclusive. Unless noted, on the % scale 0 is the no-effect control and ±100 the full control effect.

mol	AMA1 RON2 block	HCV inhibitor	Tb PYK inh	AmpC inh no detg	HCMV inh	AmpC inh detg	LmPK inh
Cc1ccc(OCC(=O)Nc2ccc(C)c(S(=O)(=O)N3CCCCCC3)c2)c([N+](=O)[O-])n1	-25.0%	?	2.2%	19.5%	32.1	-11.7%	0.7%
CSc1nnc(C)c(=O)n1COC(=O)COc1ccccc1C	3.0%[2.32 µM]	13.5%	-10.5%	-11.7%	-5.2	3.8%	-11.3%
CCOc1ccccc1N1CC(C(=O)N2CCc3ccccc32)CC1=O (stereo not drawn)	5.0%	-0.8%	-10.1%	79.3%[activator]	-17.5	2.5%	1.9%
Cc1cc(NC(=O)c2noc3c2CCCC3)nn1Cc1ccc(Cl)cc1	-3.6%	?	-8.0%	-1.7%	-36.1	0.0%	-0.1%
Cc1cccn2c(=O)nc(SCC(=O)N3CC(C)OC(C)C3)nc12 (stereo not drawn)	-1.5%	12.5%	-13.8%	0.8%	-24.4	?	.
Cc1ccc(N(CC(=O)NC2CCCCC2C)S(=O)(=O)c2c(C)nn(C)c2C)cc1 (stereo not drawn)	-3.2%	-8.6%	1.8%	80.0%[activator]	-24.3	-1.8%	-2.8%
NS(=O)(=O)c1ccc(CCNC(=O)c2cc([N+](=O)[O-])ccc2N2CCOCC2)cc1	-5.1%	15.4%	-8.8%	-15.5%	0.0	-0.3%	.
Cc1nc([N+](=O)[O-])c(Br)n1CC(=O)c1ccc(F)cc1	-13.9%	-26.8%	-2.3%	-12.5%	6.5	3.9%	5.6%
CCN1C(=O)[C@H]2[C@@H](c3ccc(-c4ccc(F)cc4)c(OC)c3)N[C@@](CC(C)C)(C(=O)OC)[C@H]2C1=O	.	10.9%	.	143.8%[activator]	25.2	-1.9%	.
C[C@H]1CN(Cc2ccccc2)C(=O)[C@@H]1CC(=O)NCc1ccccc1	3.2%	-13.0%	-13.2%	-0.5%	31.8	-1.4%	-8.0%
CCOC(=O)C(C(=O)OCC)C1CS(=O)(=O)CC1C(C(=O)OCC)C(=O)OCC (stereo not drawn)	2.6%	-0.7%	0.4%	14.8%	-12.6	-7.4%	-2.9%
CCCCn1c(C2CCCCC2)nc2cc3[nH]c(=O)c(C(C)C)nc3cc21	16.9%	?	-15.5%	160.5%[activator]	11.6	1.4%	-2.2%
O=C(O)c1ccccc1C(=O)c1cccc2ccccc12	2.9%	4.7%	-1.9%	-22.5%	34.1	-5.1%	4.6%
Cc1ccc(NC(=O)[C@@H](c2ccccc2)N2Cc3ccccc3C2=O)cc1F	.	.	-1.7%	.	-12.6	-9.7%	.
CCOC(=O)N1CCC(NC(=O)C2CCN(C(=O)N3CCOc4ccccc43)CC2)CC1	-4.9%	12.7%	-0.6%	98.7%[activator]	-5.1	-8.3%	-4.8%
CC(=O)c1cc(C#N)c(N2CCCCC2)nc1C	11.6%	5.3%	-7.5%	15.1%	-92.4*	-0.7%	-0.9%
Cc1ccc(-n2nc(C(=O)NCCN(C)C)c(=O)n(C)c2=O)cc1	.	.	1.0%	.	9.5	-5.7%	.
CC(c1nc2ccccc2c(=O)[nH]1)N1CCOCC1 (stereo not drawn)	11.4%	-0.3%	-4.1%	-17.4%	-19.3	?	-0.2%
CC(C)CC(OC(=O)c1nsc(Cl)c1Cl)C(=O)NCc1cccs1 (stereo not drawn)	10.9%	13.3%	2.9%	-14.4%	71.3	3.5%	2.3%
Cc1ccc(NC(=O)CSc2nnc([C@@H](N)Cc3c[nH]c4ccccc34)o2)c(C)c1	8.8%	-2.5%	-12.9%	115.4%[activator]	2.0	11.2%	2.2%
FC(F)(F)c1cc(Nc2nc3ccccc3c3nncn23)ccc1Cl	.	.	0.7%	.	-13.6	16.1%	.
COc1cccc(C(=O)Nc2ccccc2-c2nnc(-c3cccc(OC)c3)o2)c1	.	.	4.7%	.	20.6	0.0%	.
Cc1sc2nc(CC(=O)NN)[nH]c(=O)c2c1C	24.5%	19.2%	?	-24.6%	-36.7	4.8%	-2.9%
CC1=CSC2=NC(=O)/C(=C\c3cccn3-c3ccc([N+](=O)[O-])cc3)C(=N)N12	10.7%	0.6%	3.0%	7.1%	-10.0	-5.5%	-0.4%
Cc1cc(C)c(NC(=O)/C(=C/c2ccccc2)c2ccccc2)c(C)c1	-1.8%	5.2%	-7.8%	-20.6%	-28.6	-3.1%	2.1%
S=c1[nH]nc(-c2ccccn2)n1/N=C/c1ccc(Cl)c(Cl)c1	-6.7%	7.3%	?	-22.7%	25.2	0.0%	8.2%
Cc1cc(C)c(NC(=O)CCN2CCCCC2)c(C)c1	.	.	2.1%	.	8.3	18.5%	.
COc1ccc(C)cc1NC(=O)CSc1ccc(-c2sc(C)nc2C)nn1	-2.8%	10µM*	0.7%	-0.8%	-30.0	1.4%	3.6%
Cc1ccc(NC(=O)CCc2ccc(S(=O)(=O)N3CCOCC3)cc2)c(O)c1	-5.8%	?	4.1%	-24.2%	-11.5	.	.
O=C(O)C1C2CC2CN1C(=O)c1ccc(Cl)cc1 (stereo not drawn)	-0.9%	2.5%	24.6%	-5.1%	-7.3	0.1%	-4.0%
O=C(Cn1nnc(-c2ccccc2)n1)N1CCN(S(=O)(=O)c2ccc(Cl)cc2)CC1	-1.9%	-2.1%	-3.8%	0.0%	24.7	-2.8%	7.4%
COc1cc(/C=C(/C#N)c2nc(-c3cc4ccccc4oc3=O)cs2)cc([N+](=O)[O-])c1O	.	.	.	-8.5%	-86.7*	0.5%	-4.0%
CC(C)CN(C(=O)COC(=O)C1=COCCO1)c1c(N)n(Cc2ccccc2)c(=O)[nH]c1=O	19.1%	6.8%	-7.2%	-8.7%	-10.6	?	.
CCOc1ccc(S(=O)(=O)N2CCN(c3cc(Cl)ccc3Cl)CC2)c2ccccc12	.	.	0.1%	.	1.9	0.4%	.
O=C(NCc1ccncc1)c1cc2ccccc2nc1Cl	-4.1%	-5.2%	2.1%	-19.0%	-79.2*	0.2%	-1.1%
Cc1ccc(S(=O)(=O)N(CC(=O)N2CCC(C(N)=O)CC2)c2cccc(C(F)(F)F)c2)cc1	-5.2%	2.7%&9.0%	-22.9%	201.2%[activator]	-21.9	-0.1%	-0.8%

Record cards (already shown). Values in the order: AMA1 RON2 block, HCV inhibitor, Tb PYK inh, AmpC inh no detg, HCMV inh, AmpC inh detg, LmPK inh
Entry for `Cc1ccc(S(=O)(=O)N(CC(=O)N2CCC(C(N)=O)CC2)c2cccc(C(F)(F)F)c2)cc1` → -5.2%, 2.7%&9.0%, -22.9%, 201.2%[activator], -21.9, -0.1%, -0.8%
Entry for `O=C(O)C1C2CC2CN1C(=O)c1ccc(Cl)cc1` (stereo not drawn) → -0.9%, 2.5%, 24.6%, -5.1%, -7.3, 0.1%, -4.0%
Entry for `Cc1ccc(NC(=O)CCc2ccc(S(=O)(=O)N3CCOCC3)cc2)c(O)c1` → -5.8%, ?, 4.1%, -24.2%, -11.5, ., .
Entry for `S=c1[nH]nc(-c2ccccn2)n1/N=C/c1ccc(Cl)c(Cl)c1` → -6.7%, 7.3%, ?, -22.7%, 25.2, 0.0%, 8.2%
Entry for `COc1ccc(C)cc1NC(=O)CSc1ccc(-c2sc(C)nc2C)nn1` → -2.8%, 10µM*, 0.7%, -0.8%, -30.0, 1.4%, 3.6%

Other records follow.
mol	AMA1 RON2 block	HCV inhibitor	Tb PYK inh	AmpC inh no detg	HCMV inh	AmpC inh detg	LmPK inh
Cc1ccc(S(=O)(=O)c2cc3c(=O)n4ccccc4nc3n(C3CCCC3)c2=N)cc1	6.8%	5.01µM*	1.7%	-21.0%	8.4	-2.8%	0.5%
c1ccc2c(c1)Nc1ccccc1S2	?	-9.1%	-2.2%	-16.8%	.	-5.3%	-0.1%
O=C(COC(=O)c1cnccn1)NCCc1ccc(Cl)cc1	28.4%	12.6%	4.9%	-22.1%	-9.2	-18.3%	.
CC(=O)NCCn1c(SCc2ccc(C)cc2C)nc2ccccc2c1=O	0.0%	?	3.5%	187.9%[activator]	-18.0	1.4%	-2.6%
CC(C)c1ccc(OCc2ccc(C(=O)NN3CCN(C)CC3)o2)cc1	-4.8%	?	-12.7%	-1.6%[2.29 µM]	85.3	-7.4%	-1.6%
Cc1cccc(Nc2nnc(SCC(=O)N(C)C3CCS(=O)(=O)C3)s2)c1C (stereo not drawn)	-5.6%	2.0%	8.7%	-2.4%	-27.1	-10.4%	0.7%
CC(C)OC(=O)N(C)C[C@@H]1OCc2cn(nn2)CCCC(=O)N([C@@H](C)CO)C[C@H]1C	-4.6%	.	8.4%	.	10.9	.	.
CCOC(=O)C1CCCN(S(=O)(=O)CCNC(=O)c2ccc3c(c2)OCO3)C1 (stereo not drawn)	0.7%	7.9%	1.2%	0.5%	11.2	0.0%	.
CC(C)(C)OC(=O)N[C@@H](COCc1ccccc1)C(=O)N[C@@H](CO)[C@H](O)[C@@H]1C[C@@H]1C(=O)N1CCCC1	5.9%	10.3%	-0.1%	80.9%[activator]	-25.0	3.9%	-0.8%
CCCCC(=O)Nc1cccc(NC(=O)c2cccc([N+](=O)[O-])c2)c1	-4.8%	?	-4.1%	-31.5%	-5.2	2.2%	-2.0%
CCOC(=O)[C@H]1[C@H]2COc3cc(OC)ccc3[C@@H]2N2C(=O)c3cc(F)ccc3NC(=O)[C@@]12C	-7.1%	1.1%	3.2%	-22.5%	-15.9	0.7%	.
O=C(O)c1ccc(C(=O)O)c(C(=O)c2ccccc2)c1	4.2%	4.7%	-7.5%	-4.2%	76.1	-0.9%	3.9%
CCCCNC(=O)c1cnc2n(c1=O)CCS2	6.9%	2.9%	3.3%	-13.8%	-2.3	?	-7.8%
O=C(Nc1ccccc1)c1cc(C2CCCCN2S(=O)(=O)c2ccc(F)cc2F)on1 (stereo not drawn)	-7.4%	.	0.5%	.	-2.3	.	.
COc1ccc(C(=O)C2CCCN(C3CSCCSC3)C2)cc1OC (stereo not drawn)	-14.2%	5.6%	-2.1%	19.6%	-14.5	5.7%	4.7%
COc1ccc(CCN(C)C(=O)c2cc(=O)c3ccccc3o2)cc1OC	-3.2%	14.2%	-14.0%	18.9%	-10.4	-9.6%	9.0%
